MLL CXXC-DNA inh: inhibitors of human MLL CXXC domain-DNA interaction | Potency, µM (top dose mostly 115 µM), inactives show at the top dose activity change, negative = inhibition, actives largely listed as inhibitors | actives 0.037% (n = 290,000) | MLL-CXXC / FITC-HOXA9 DNA fluorescence polarization | AID 2662; active means well fitted inhibition curve with a large enough effect in the polarisation, with a control signal flat, not every such curve was filed as active; inconclusive means small, poorly fitted or top-dose-only effect, or effect the other way, or a change in a side signal; inactive means no such curve, though single readings can be large or run the other way; the % refers to the polarisation; further: potency means the concentration at half of the fitted maximal effect
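Purified MLL-CXXC (added from a 7 uM solution) was preincubated 5 min at ambient with pinned compounds in 50 mM Tris-HCl pH 7.5, 50 mM NaCl, 1 mM DTT, 0.05% BSA. Fluorescein-labeled HOX-A9 DNA (50 nM solution) followed, 30 min, then polarization read.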
GALK inhibitor: blocks human galactokinase activity. AID 1868. actives 0.007% (n = 270,000). Purified GALK, Kinase-Glo residual ATP luminescence. P51570. Potency, µM (series often up to 57.5 µM), without a hit: top-dose activity change, negative = inhibition, actives largely listed as inhibitors; further: potency means the concentration at half of the fitted maximal effect; on the % scale 0 is the no-effect control and ±100 the full control effect
Target sequence (P51570 whole entry, looked up): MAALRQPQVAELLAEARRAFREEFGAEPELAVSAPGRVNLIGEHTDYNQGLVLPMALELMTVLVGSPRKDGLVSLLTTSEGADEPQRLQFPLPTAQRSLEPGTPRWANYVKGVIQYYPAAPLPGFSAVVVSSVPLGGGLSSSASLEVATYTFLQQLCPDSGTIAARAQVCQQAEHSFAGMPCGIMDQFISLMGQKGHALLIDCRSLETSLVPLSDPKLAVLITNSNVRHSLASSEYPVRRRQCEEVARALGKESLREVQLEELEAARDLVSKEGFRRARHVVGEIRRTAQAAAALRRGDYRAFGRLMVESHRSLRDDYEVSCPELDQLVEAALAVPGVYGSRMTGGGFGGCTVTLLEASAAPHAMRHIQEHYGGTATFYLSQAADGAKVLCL
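ATP-depletion format; final 35 uM ATP, 100 uM D-galactose, 5 nM enzyme; pH 8.0 HEPES/Mg2+ buffer; 60 min RT; luminescence read 10 min after detection reagent.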
AT treatment: potential ataxia-telangiectasia treatment; […] A-T fibroblasts, KAP-1 phosphorylation AlphaLISA; neocarzinostatin DNA damage 30 min before lysis; Potency, µM (titrated, usually from 57.5 µM), without a hit: at the top dose activation, usual class: activators; actives 0.19% (n = 320,000); AID 485349; further: potency means the concentration at half of the fitted maximal effect; % of control where 0% means no effect; nearly all actives have a fitted effect of over 45% in size
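hTERT-immortalized A-T patient fibroblasts ([…]), 500 cells/well in OPTI-MEM, 1% FBS, got compounds for 60 min, then NCS for 30 min at 37C. Lysates were then assayed for phospho-KAP-1 by AlphaLISA (anti-pKAP1 donor, anti-KAP1 acceptor beads), 6 hr at 25C.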
TCR act: T cell receptor activation | primary human leukocytes, anti-CD3, IL-2 HTRF, 48 h | Potency, µM (top dose mostly 9.22 µM), for the others: top-dose activation of IL-2 secretion, hits mostly activators | 330,000 tested, under 10 active | AID 504894; further: % of control where 0% means no effect
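Activity was scored as IL-2 release from primary human leukocytes given only a TCR signal (a-CD3 beads) plus compound for 48 hr. Detection used a two-antibody HTRF format read at 665nm.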
Giardia killer: Giardia lamblia killing. Giardia lamblia trophozoite viability. activity change, % at 7.66 µM, hits read low. actives 0.15% (n = 340,000). AID 540267; in the data active means activity change below about -80%; inconclusive means between about -30% and that limit;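 further: parasites exposed to compound for two days anaerobically before the ATP read; on the % scale 0 is the no-effect control and ±100 the full control effect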
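Giardia lamblia trophozoites (100 cells/well) were incubated with compounds for 48 h at 37 deg C under anaerobic conditions. Viability was read as ATP content by one-step luminescence after 15-30 min at room temperature.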
TSHR antagonist: antagonists of human thyroid stimulating hormone receptor | TSHR-expressing cells, TSH-stimulated cAMP HTRF, 2 h; hits give low values | activity change, negative = inhibition, % at 11.5 µM | actives 0.2% (n = 330,000) | AID 504810 | P16473;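 active means activity change below a set negative limit, meaning inhibition stronger than a set level, cut at about -70% in these data; inconclusive means activity change between two set negative limits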; further: on the % scale 0 is the no-effect control and ±100 the full control effect
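Inhibition of cAMP made by TSHR-expressing cells under TSH stimulation (4nM final, EC80; 2 h, 37 deg C) is quantified with a one-step lysis HTRF kit, anti-cAMP cryptate versus cAMP-d2.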
hERG WT inh: KCNH2 (human, wildtype) channel inhibition; U2OS, BacMam KCNH2, thallium flux FluxOr; hits give low values; actives 0.37% (n = 340,000); activity change, % at 1.84 µM; AID 720551; Q12809;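 active means maximum activity change below -70%; inconclusive means maximum activity change between -70% and -50%; inactive means maximum activity change above -50%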; further: on the % scale 0 is the no-effect control and ±100 the full control effect
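U2OS cells were transduced with wild-type KCNH2 virus (2.03 x 10^8 / mL) for 4 h at room temperature, then cultured overnight at 37 C. Thallium flux was read with FluxOr dye. Rate constants were normalized to DMSO controls.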
Coupling enz: coupling enzyme interference in Giardia aldolase counter-screen; coupling enzyme system counterscreen, AmpLite Red fluorescence; activity change, negative = inhibition, % at 58.2 µM, hits read low; actives 0.67% (n = 290,000); in the data active means activity change below about -30%; further: on the % scale 0 is the no-effect control and ±100 the full control effect
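Compounds tested against the coupling enzymes alone at 57.5 uM final; readout was AmpLite Red fluorescence (525/598 nm) after 20 min at RT.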
Tb PFK block: blocks T. brucei phosphofructokinase. AID 485367. Potency, µM (top dose mostly 57.5 µM), inactives show at the top dose activity, negative = inhibition, usual class: inhibitors. T. brucei PFK, ADP-Glo luminescence. actives 0.17% (n = 330,000);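 further: potency means the concentration at half of the fitted maximal effect; 0% = uninhibited 1x PFK enzyme wells and -100% = no-enzyme wells; nearly all actives have a fitted effect of over 60% in size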
Target sequence (O15648 whole entry, looked up): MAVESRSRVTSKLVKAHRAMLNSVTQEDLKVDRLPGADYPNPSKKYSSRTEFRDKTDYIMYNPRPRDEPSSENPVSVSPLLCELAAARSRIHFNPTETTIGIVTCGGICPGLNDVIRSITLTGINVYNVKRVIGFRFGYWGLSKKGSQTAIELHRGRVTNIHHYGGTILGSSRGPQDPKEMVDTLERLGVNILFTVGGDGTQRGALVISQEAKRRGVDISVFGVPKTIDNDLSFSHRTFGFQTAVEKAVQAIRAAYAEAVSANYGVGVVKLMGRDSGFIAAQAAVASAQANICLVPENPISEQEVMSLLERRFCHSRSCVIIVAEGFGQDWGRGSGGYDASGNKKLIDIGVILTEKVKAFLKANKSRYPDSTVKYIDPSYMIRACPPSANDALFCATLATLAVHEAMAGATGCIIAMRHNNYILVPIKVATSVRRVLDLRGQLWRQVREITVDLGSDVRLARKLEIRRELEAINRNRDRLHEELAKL
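Compounds were pin-transferred as a titration series up to 57 uM into substrate buffer (0.5 mM F6P, 0.1 mM ATP, pH 8.0), then 1.25 nM PFK was added and reactions ran 45 min before ADP-Glo detection.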
Chronic BCR inh: chronic active BCR signaling inhibition. Potency, µM (titrated, usually from 46.1 µM), for inactives: at the top dose ratio change, negative = lower green/red ratio, actives largely listed as inhibitors. actives 0.05% (n = 340,000). AID 493014. ABC-DLBCL IkBa-CBG/CBR reporter, luminescence ratio, 4 h; active means well fitted inhibition curve with a large enough effect in the signal ratio, with a control signal flat, not every such curve was filed as active; inconclusive means small, poorly fitted or top-dose-only effect, or effect the other way, or a change in a side signal; the % refers to the signal ratio;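 further: potency means the concentration at half of the fitted maximal effect; plate controls were basal doxycycline-induced cells for no effect and cells given 10 µM MG132 for full effect; MG132 reads +100%, hits lower the ratio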
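TMD8 human ABC-DLBCL cells with doxycycline-inducible IκBα–green luciferase fusion and unfused red luciferase, in 0.5% FBS medium; compounds up to 46 uM, 4 h at 37C. Green/red luminescence ratio, filter-overlap corrected, fitted to concentration-response curves.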
An asterisk follows results filed as active; ? = inconclusive; . = not tested or not shown; [ ] = dose if it differs, or a comment. Unless noted, the call rests on the fitted dose curve; in most records, active means well fitted curve in the direction sought with a large enough effect; inconclusive means small, poorly fitted or top-dose-only effect, or another doubt; inactive means no such curve, though single readings can be large; an effect the other way counts as inactive or inconclusive. An unsorted share of the library; overall some 1.6% were active at least once.

compound	MLL CXXC-DNA inh	GALK inhibitor	AT treatment	TCR act	Giardia killer	TSHR antagonist	hERG WT inh	Coupling enz	Tb PFK block	Chronic BCR inh
CC(C)CN(C(=O)COC(=O)COc1ccc2c(c1)CCC2)c1c(N)n(Cc2ccccc2)c(=O)[nH]c1=O	.	.	6%	-1%	11	7	3	.	-9%	-25%
O=C(Nc1ccc(N2CCOCC2)c(Cl)c1)c1ccc(-n2cnnc2)cc1Cl	4%	-4%	5%	11%	6	-18	2	.	1%	3%
NC(=O)C1CCN(C(=O)c2ccc(NS(=O)(=O)c3ccc(F)c(F)c3)cc2)CC1	.	.	-6%	-3%	-1	-3	-3	.	0%	-4%
Cc1ccccc1-c1nc(CN2CCC(C(=O)NCCN3CCOCC3)CC2)c(C)o1	-3%	2%	-3%	-49%	-24	-6	4	2	4%	0%
CCOC(=O)C(C)n1cnc2c1c(=O)[nH]c(=O)n2C (configuration not stated)	6%	1%	3%	2%[46.1 µM]	-9	1	17	2	-1%	-17%
CSc1nnc(Cn2c(=O)sc3ccccc32)n1C	-1%	0%	-6%	4%[46.1 µM]	-13	4	-2	2	6%	0%
CC(C)c1ccc(OCC(=O)NCc2ccco2)cc1	-5%	0%	2%	4%	10	-4	7	0	-6%	?
O=C(CSc1ccc(Br)cc1)Nc1ccccc1N1CCOCC1	1%	3%	5%	-10%	3	-13	17	.	-2%	?
CN1C(=O)[C@@H]2[C@@H]3C[C@@H]([C@H]4ON=C(c5ccc(Cl)cc5Cl)[C@@H]34)[C@@H]2C1=O	14%	1%	1%	3%[46.1 µM]	-6	7	1	0	-5%	2%
CC(=O)c1cccc(NC(=O)c2cc(-c3ccco3)on2)c1	7%	-1%	-1%	0%	6	-10	3	1	1%	-18%
Cc1ccc(-c2nnc3ccc(SCC(=O)N4CCCc5ccccc54)nn23)cc1	2%	0%	.	-3%[46.1 µM]	-3	5	-1	7	4%	2%
O=C(COc1ccc2ccc(=O)oc2c1)Nc1ccc(N2CCOCC2)cc1	0%	-1%	-3%	0%[46.1 µM]	4	2	-10	1	0%	?
CCOc1c(CNCCCSc2nc(C)cc(C)n2)cccc1OC	5%	-2%	5%	6%	4	-10	-14	2	1%	-11%
CCc1noc(C)c1C(=O)Nc1nc(-c2cc(C)ccc2C)c(C)s1	2%	2%	8%	1%	2	-5	-10	3	0%	-16%
COc1ccccc1CNC(=O)c1csc(Cc2ccc(Cl)cc2)n1	-8%	-2%	13%	-4%	-15	1	-11	2	2%	14%
CC(=O)Nc1ccc(S(=O)(=O)NCCNc2ccccc2[N+](=O)[O-])cc1	-6%	4%	-1%	1%	-2	8	13	-3	-2%	1%
O=C(OCC(=O)N1CCCCCC1)c1n[nH]c(=O)c2ccccc12	4%	0%	-2%	-1%	-6	-4	10	1	0%	-7%
CCOC(=O)N1CCc2c(sc3[nH]c(=S)[nH]c(=S)c23)C1	24%	-1%	0%	-1%	-11	-3	-2	0	5%	0%
COc1ccc(/C=N\NS(=O)(=O)c2ccc(C)cc2)cc1COc1ccccc1[N+](=O)[O-]	-7%	-3%	.	-1%[46.1 µM]	-20	-21	-4	-4	0%	-3%
O=C(c1ccccc1)N1CCOC12CCN(c1ncc(C(F)(F)F)cc1Cl)CC2	-5%	-1%	4%	-1%	-2	-23	-3	0	-8%	4%
COC(=O)[C@@H](NC(=O)c1ccc(OC2CCN(Cc3ccccn3)CC2)cc1)C(C)C	-4%	-3%	-1%[11.5 µM]	6%	-16	-9	19	-1	0%	-2%
CCc1ccc(NC(=O)C(=O)NCC2CCCO2)cc1 (configuration not stated)	-2%	-1%	3%	6%	-7	4	-19	0	-2%	?
O=c1nc(SCc2ccc(Cl)cc2)nc(-c2ccccc2)[nH]1	-12%	2%	-5%	6%	0	-8	11	7	-5%	10%
Cc1ccccc1CN1CCN(Cc2ccc3cccc(F)c3n2)CC1CCO (configuration not stated)	-1%	-3%	11%	2%	8	-6	16	1	0%	-3%
CCCc1[nH]n(-c2ccc(F)cc2)c(=O)c1C=Nc1ccc(C)cc1	13%	.	5%	0%[46.1 µM]	14	-13	-15	-1	-1%	3%
CC(=C\C(=O)O)/C(=C/c1ccco1)C(=O)O	-1%	-1%	24%	-3%	11	25	2	0	0%	2%
Cc1cc(C)cc(SCc2noc(C(=O)NCC3CCCO3)c2C(=O)O)c1 (configuration not stated)	-16%	-1%	1%	2%	15	-7	-6	19	2%	6%
CC(=O)Nc1cccc(NC(=O)C(=O)c2cn(CC(=O)N3CCCCC3)c3ccccc23)c1	?	1%	-5%	-9%	-19	21	-3	-2	1%	?
COc1cc(-c2noc(-c3cccs3)n2)cc(OC)c1OC	-4%	1%	8%	-3%[46.1 µM]	10	3	10	0	2%	13%
CC(NC(=O)C1CC1)c1ccc(-c2ccccc2)cc1 (configuration not stated)	2%	0%	16%	.	-2	-5	-6	0	0%	4%
CSc1ncccc1C(=O)Nc1cccc(S(=O)(=O)N2CCOCC2)c1	.	.	17%	7%	-11	7	0	.	4%	0%
COc1ccc(N2CCN(c3nc4cc(C)ccc4cc3C=O)CC2)cc1	7%	10%	-7%	-2%	-5	1	9	3	1%	0%
C=CCC1c2cccc(C(=O)O)c2C(=O)N1c1ccc(F)cc1 (configuration not stated)	3%	0%	.	-3%	5	.	-19	14	.	.
COc1cc(OC)nc(/N=C/N(C)C)n1	-9%	1%	5%	3%	1	20	-11	-4	1%	-1%
O=c1cc(CO)oc(C(Nc2cccc(C(F)(F)F)c2)c2ccccn2)c1O (configuration not stated)	-4%	-1%	-4%	3%	45[activator]	8	6	-14	0%	-2%
Cc1ccc(S(=O)(=O)N(C)c2cc(S(=O)(=O)Nc3ccncc3)c(C)cc2C)cc1	-10%	0%	-13%	0%[46.1 µM]	-6	5	-2	5	0%	5%
O/N=C/c1cccnc1Sc1ccccc1	5%	10%	8%	4%	0	7	2	0	2%	-2%
Cc1ccc(NC(=O)COC(=O)/C=C/c2cccs2)cc1	-7%	-1%	-3%	0%[46.1 µM]	2	1	-1	-1	-2%	-2%
CC(/C=C/c1ccccc1)=N\NC(=O)c1ccc2c(c1)OCCO2	3%	.	-1%	-3%[46.1 µM]	6	15	-3	4	-5%	-6%
Cc1ccccc1-n1c(SCC(=O)N/N=C/C=C/c2ccccc2[N+](=O)[O-])nc2ccccc2c1=O	-4%	0%	3%	2%[46.1 µM]	-9	8	6	0	-2%	?
O=C(Cn1c(-c2ccccc2)noc1=O)NCc1ccccc1	15%	1%	-9%	9%	9	2	-17	0	7%	5%
O=c1[nH]c(N2CCN(c3ccccc3)CC2)nc2c1CCC2	4%	-2%	1%	3%	2	-8	-8	1	4%	5%
O=C(Cn1cnc2c(OCc3ccccc3)ncnc21)NCCCc1ccccc1	.	.	2%	-2%	?	1	18	.	-7%	-2%
CCN(C(=O)COC(=O)CC(C)c1ccccc1)c1c(N)n(Cc2ccccc2)c(=O)[nH]c1=O (configuration not stated)	.	.	-3%	-45%	-9	5	-2	.	0%	-1%
CN(C)C=NC(=O)c1[nH]c2ccc(Cl)cc2c1-c1ccccc1	5%	-3%	?	0%	-26	-24	11	-5	10%	-8%
CSc1ccccc1OCc1cc(C(=O)N2CCSCC2)no1	11%	4%	8%	-2%	-3	-10	-6	.	-10%	-1%
Cc1cnc(C(=O)OCC(=O)Nc2cccc(C)c2C)cn1	.	.	8%	7%	-10	-4	-9	.	-3%	2%
O=C(Nc1ccnn1C1CCN(C/C=C/c2ccccc2)CC1)c1ccccc1	2%	4%	9%	-9%	-2	1	-91*	1	2%	0%
Cc1cccc(N=C2NC(=O)/C(=C/c3cccn3C)S2)c1	5%	0%	-14%	2%	-9	3	-6	0	-10%	?
COc1ccc(N2CCN(CC(=O)Nc3nc4c(s3)CC(C)CC4)CC2)cc1 (configuration not stated)	-1%	7%	7%	-3%	-14	5	7	1	-2%	-2%
COc1ccc(NC(=O)CCC(=O)N(Cc2ccc(OC)c(OC)c2)c2nccs2)c(OC)c1	-8%	9%	-5%	1%	6	-5	0	1	0%	-8%
COc1ccc(CCn2nnnc2C(CC(C)C)N2CCN(c3ncccn3)CC2)cc1OC (configuration not stated)	-2%	0%	5%	-2%	-2	2	-10	1	-2%	0%

Compound activity as filed in PubChem BioAssay.
